High-throughput results (PubChem)
LYP inhibition = PTPN22 lymphoid phosphatase activity blockers – biochemical, fluorescence intensity, uHTS (AID 1779); recombinant LYP phosphatase, fluorescence intensity; higher % means a stronger effect; inhibition, % at 11.5 µM; hits with a dose series show IC50 in µM; 290,000 compounds, 0.054% hits; in the data active = inhibition above about 50%;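 also: plate controls were vehicle with enzyme for no effect and no enzyme for full effect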
SV40 large T antigen = SV40 large T antigen inhibitors, biochemical (AID 1903); one-dose inhibition, % at 20 µM; IC50 in µM for titrated hits; 310,000 compounds, 0.39% hits; SV40 large T antigen ATPase/helicase inhibition assay; higher % means a stronger effect; in the data active = a potency from the dose series; inconclusive = inhibition mostly from about 32% at the one dose, without a potency; inactive = the rest, 99 in 100 with inhibition below about 32%; also: strong numbers were not always called active
AID2073 = inhibitors of Mint1-CaV2.2 protein interaction, biochemical, HTRF (AID 2073) | one-dose inhibition, % at 20 µM; IC50 in µM for titrated hits | HTRF protein-protein interaction, Mint1-CaV2.2; higher % means a stronger effect | 290,000 compounds, 0.19% hits; in the data active = inhibition mostly above about 51%, no sharp cut-off; inconclusive = no clear call, values can overlap the other calls; inactive = mostly below about 53%; also: some results filed as inactive read as strong as hits
HIV peptide binding = cell-free HIV fusion peptide-binding blockers – biochemical, uHTS, fluorescence dequenching, primary screen (AID 1986); cell-free peptide binding, fluorescence dequenching, 30 min; higher % means a stronger effect; one-dose inhibition, % at 20 µM; IC50 in µM for titrated hits; 290,000 compounds, 0.3% hits; in the data active = inhibition mostly above about 52%, no sharp cut-off; inactive = mostly below about 76%; also: some results filed as inactive read as strong as hits
NS5 inhibitors = flavivirus cap methylation enzyme inhibition – biochemical, confirmation dose response, primary screen (AID 588689) | Dengue-2 NS5 methyltransferase capping enzyme assay, biochemical; higher % means a stronger effect | one-dose inhibition, % at 25 µM; IC50 in µM for titrated hits | 340,000 compounds, 0.3% hits; in the data active = a potency from the dose series; inconclusive = inhibition above about 29% without an active follow-up result
XIAP displacement = XIAP antagonists, biochemical, IAP family, fluorescence polarization (AID 1018); 200,000 compounds, 0.007% hits; one-dose displacement, % at 20 µM; IC50 in µM for titrated hits; XIAP BIR domain, fluorescence polarization peptide displacement; higher % means a stronger effect; in the data active = displacement above about 50%; also: a part of the inactive calls stands beside numbers as strong as those of hits
RSV CPE inhibition = inhibition of RSV-induced cytopathic effect – HEp-2 cells, primary 10 µM value included (AID 2391); 310,000 compounds, 0.13% hits; HEp-2 cells, RSV-induced CPE inhibition; higher % means a stronger effect; CPE inhibition, % at 10 µM, or IC50 in µM where a hit was titrated; in the data active = a potency from the dose series; inconclusive = CPE inhibition mostly from about 23% at the one dose, without a potency; inactive = the rest, 99 in 100 with CPE inhibition below about 21%; also: strong numbers were not always called active
Rac1 GTP hydrolysis = MgcRacGAP GTPase-activating activity inhibitors, confirmation, biochemical, ADP Hunter fluorescence; MgcRacGAP-stimulated Rac1 GTP hydrolysis, ADP Hunter fluorescence; higher % means a stronger effect; GST-tagged Rac1 F28L mutant substrate; inhibition, % at 30 µM, or IC50 in µM where a hit was titrated; 340,000 compounds, 0.6% hits; AID 624330;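 active = first-screen hits whose inhibition reached a set limit at any dose in the follow-up dose series; inconclusive = inhibition above the set first-screen limit but never retested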;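 also: fluorescence reports GDP produced by GAP-driven GTP hydrolysis; strong numbers were not always called active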
Siah-1 displacement = Siah-1 peptide-binding antagonists, primary screen, biochemical, fluorescence polarization, rhodamine-plectin, uHTS (AID 1817). Siah-1 / rhodamine-plectin peptide fluorescence polarization; higher % means a stronger effect. one-dose displacement, % at 20 µM; IC50 in µM for titrated hits. 290,000 compounds, 0.02% hits;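 active = displacement of at least 50% at 20 µM, with a fluorescence ratio check between 0.3 and a set limit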;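 also: plate controls were Siah plus tracer with DMSO for no effect and tracer alone without Siah for full effect; strong numbers were not always called active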
NS5 inhibitors pilot replicate = also measured in NS5 inhibitors; calls as there; inhibition, %; measured here: pilot screen replicate inhibition
Starred values were filed as active, the others as inactive; ? = inconclusive; / = no result given. Not a hit list (roughly 1.7% active in at least one column).

SMILES	LYP inhibition	SV40 large T antigen	AID2073	HIV peptide binding	NS5 inhibitors	XIAP displacement	RSV CPE inhibition	Rac1 GTP hydrolysis	Siah-1 displacement	others
COc1cc(C#N)c(N=C(SCC#N)N2CCOCC2)cc1OC	-19%	1%	-8%	1.2%	-1%	-1.2%	0.3%	3%	4%
CCCCCCN(C(=O)CCCCCN1C(=O)NC(c2ccc(-c3ccccc3)cc2)C(C(=O)OCc2ccccc2)=C1C)C(C(=O)NCCCC)c1ccccc1 (configuration not stated)	2%	/	15%	0.9%	/	/	/	/	16%
O=S(=O)(c1ccccc1F)N1CCN(CCc2ccccc2)CC1	-8%	7%	-2%	-2.1%	-4%	/	8.2%	-9%	1%
COc1ccc(CNc2nc(-c3cccnc3)nn2C(=O)CC(C)C)cc1	0%	4%	-12%	-1.3%	-14%	-6.9%	0.5%	0%	11%
COc1cc(/C=C/C(=O)OC(C)C(=O)Nc2c(C)n(C)n(-c3ccccc3)c2=O)ccc1O (configuration not stated)	/	35%	/	/	-8%	/	0.2%	61µM*	/
CC(C)n1c(SC2CCOC2=O)nc2ccccc21 (configuration not stated)	-9%	0%	-8%	2.2%	1%	-4.6%	2.1%	0%	19%
COc1ccccc1N1CCN(C(=O)CSc2nc3ccccc3nc2N2CCC(C)CC2)CC1	0%	-3%	6%	0.2%	5%	/	14%	6%	-1%
Cc1ccc(C)c(OCCC(=O)NNC(=O)c2ccncc2)c1	/	11%	/	/	0%	/	0.4%	4%	/
O=C(CCCCC(=O)Nc1ccccc1Cl)Nc1ccccc1Cl	-6%	2%	2%	0.3%	-4%	/	1.6%	-1%	-2%
O=C(CSCc1ccco1)c1ccc(Cl)s1	-4%	12%	14%	4.8%	/	-6.3%	-0.2%	/	-1%
O=C(NCc1ccc(F)cc1)C1CCCN(S(=O)(=O)c2ccc(Br)s2)C1 (configuration not stated)	-8%	6%	-5%	0.0%	-5%	/	6.2%	5%	0%
O=C(Nc1nc2c(s1)CN(Cc1ccccc1)CC2)C1CCCC1	0%	10%	-9%	1.7%	-4%	-4.4%	0.7%	-1%	6%
CC(NS(=O)(=O)c1ccc(CCC(=O)NCC2CCCO2)cc1)c1ccccc1 (configuration not stated)	-9%	-2%	8%	0.5%	-1%	-9.9%	0.9%	4%	-4%
COc1ccccc1N1CCN(C(=O)CSc2ccc3c(C)cc(C)nc3n2)CC1	-1%	3%	53%	45%	-11%	-7.6%	5.7%	9%	44%
CCOc1ccccc1CN1CCN(CC2=Cc3cc(OC)ccc3OC2)CC1CCO (configuration not stated)	-7%	7%	1%	0.9%	-3%	/	-2.8%	10%	1%
O=S(=O)(Nc1ccccn1)c1cccs1	-5%	-3%	18%	-0.6%	1%	-0.8%	2.9%	7%	9%
O=C1/C(=C/c2ccccc2F)SC(=S)N1CCC(=O)N1CCCCC1CCO (configuration not stated)	-2%	11%	-2%	2.7%	-5%	/	2.9%	4%	2%
CCOC(=O)C1=C(CN2CCN(C(=O)c3ccco3)CC2)NC(=O)NC1c1ccccc1 (configuration not stated)	1%	15%	12%	0.6%	-9%	/	1.3%	5%	0%
CCOC(=O)C1CCN(C(=O)Cn2nc(C)n3cccc3c2=O)CC1	-9%	8%	5%	-0.9%	3%	/	/	9%	-8%
CCOc1ccc(NC(=O)Cn2nnc(C(=O)NCc3cccs3)c2N)cc1	-9%	1%	12%	-0.2%	1%	/	3.4%	6%	9%
O=C(NC1CCCc2ccccc21)C1CCN(S(=O)(=O)c2ccccc2)CC1 (configuration not stated)	-6%	14%	3%	-1.1%	-2%	-12%	2.7%	0%	2%
Cc1nn(C)c(C)c1NS(=O)(=O)c1ccc(Cl)cc1	/	15%	/	/	1%	/	2.3%	2%	/
Cc1cccc(OCCC(=O)Nc2ccc(Cl)cc2F)c1	-4%	12%	1%	0.7%	2%	/	6.6%	-1%	0%
CCOC(=O)c1cc(CC)sc1NC(=O)Cc1ccccc1	0%	-2%	4%	0.3%	-5%	-3.3%	-0.1%	6%	3%
C/C=C(\C)CN1CCCC(CO)(Cc2ccccc2)C1 (configuration not stated)	-7%	18%	1%	4.9%	11%	-8.6%	-1.6%	2%	-2%

Three compounds from above, arranged by formula weight, rising:
SMILES	LYP inhibition	SV40 large T antigen	AID2073	HIV peptide binding	NS5 inhibitors	XIAP displacement	RSV CPE inhibition	Rac1 GTP hydrolysis	Siah-1 displacement	others
CCOC(=O)c1cc(CC)sc1NC(=O)Cc1ccccc1	0%	-2%	4%	0.3%	-5%	-3.3%	-0.1%	6%	3%
O=S(=O)(c1ccccc1F)N1CCN(CCc2ccccc2)CC1	-8%	7%	-2%	-2.1%	-4%	/	8.2%	-9%	1%
O=C(CCCCC(=O)Nc1ccccc1Cl)Nc1ccccc1Cl	-6%	2%	2%	0.3%	-4%	/	1.6%	-1%	-2%

(further entries)
SMILES	LYP inhibition	SV40 large T antigen	AID2073	HIV peptide binding	NS5 inhibitors	XIAP displacement	RSV CPE inhibition	Rac1 GTP hydrolysis	Siah-1 displacement	others
CC1CC(C)CN(c2ccc(C(=O)OCC(=O)NC3CCCc4ccccc43)cc2[N+](=O)[O-])C1 (configuration not stated)	1%	4%	0%	-0.6%	-14%	-0.9%	1.5%	2%	2%
COc1ccc(C2CC(c3ccc4ccccc4c3)=NN2C(=O)CN2CCC(C(N)=O)CC2)cc1 (configuration not stated)	-5%	7%	-3%	-0.9%	-7%	-3.5%	-1.9%	12%	-10%
CCCn1c(C)cc(C(=O)CSc2nc3ccccc3c(=O)n2Cc2ccco2)c1C	6%	6%	-9%	17%	-6%	-8.3%	?	0%	0%
CCOC(=O)CSc1nc2c(c(=O)[nH]c(=O)n2C)n1CCc1ccccc1	-2%	3%	-3%	0.5%	-4%	-6.4%	0.3%	5%	-2%
Cc1ccc2oc(-c3ccc(C)c(NC(=S)NC(=O)c4cccs4)c3)nc2c1	-9%	12%	2%	1.9%	-4%	-22%	3.6%	4%	9%
Cc1cc(=O)[nH]c(Cc2ccc(OC(C)C)cc2)n1	-4%	7%	3%	-2.7%	0%	0.0%	0.4%	-2%	1%
O=C(Nc1ccc2c(c1)OCO2)c1cccc(F)c1	-4%	4%	14%	2.9%	-3%	-8.1%	0.7%	9%	2%
COc1ccc(/C=C2/C(=N)N3N=C(CC(=O)N4CCCC4)SC3=NC2=O)cc1	-9%	11%	27%	1.2%	20%	/	0.5%	18%	-5%
COc1cc(C)nc(Oc2ccc(=O)n(C)n2)n1	-8%	-9%	3%	-1.1%	1%	-5.2%	/	8%	2%
O=C(COC(=O)C12CC3CC(CC(C3)C1)C2)NCCCc1ccccc1	1%	6%	-2%	0.1%	-1%	-6.0%	2.1%	4%	-2%
COc1ccc(CCC(C)NCc2ccc(Cl)c(Cl)c2)cc1 (configuration not stated)	-12%	7%	5%	1.3%	-12%	/	4.4%	2%	1%
c1ccc2c(c1)oc1c(NCc3ccc4c(c3)OCO4)ncnc12	1%	5%	5%	3.8%	2%	-6.9%	-3.1%	10%	6%
Cc1ccc(C(=O)O)cc1-c1ccc(/C=C2/NC(=O)N(c3ccccc3)C2=O)o1	0%	17%	32%	36%	25%	-7.8%	1.1%	16%	-6%	NS5 inhibitors pilot replicate=13
CNC(=S)N(Cc1cccs1)Cc1cc2cc(OC)c(OC)cc2[nH]c1=O	-3%	22%	-18%	-0.1%	-4%	-6.9%	0.2%	9%	-1%
c1ccc(-n2cnc3ccccc32)cc1	-6%	10%	0%	-0.8%	2%	-1.3%	8.3%	3%	18%
COc1ccccc1NS(=O)(=O)c1cccc(NC(=O)Nc2ccc(Cl)cc2)c1	2%	5%	6%	1.9%	2%	-2.2%	5.7%	10%	4%
CCCCNC(=O)/C=C/c1ccc(OC)c(Br)c1	2%	4%	2%	-1.3%	-10%	1.7%	0.9%	10%	4%
CCOC(=O)Cn1cnc2c(cnn2-c2ccccc2)c1=O	-3%	7%	5%	1.4%	-4%	/	2.0%	8%	6%
C=CCn1c(SCC(=O)Nc2ccc(OC)cc2)nc2ccccc2c1=O	-4%	11%	3%	-0.7%	-3%	/	0.8%	-9%	1%	NS5 inhibitors pilot replicate=2.1
Cc1ccc[n+](C(C)C(=O)Nc2ccc(C)c([N+](=O)[O-])c2)c1 (configuration not stated)	-2%	0%	6%	-0.1%	-8%	-2.8%	0.2%	1%	-1%
CCOC(=O)c1c(C)[nH]c(C(=O)OCc2csc(CC(=O)Nc3ccccc3C)n2)c1C	/	8%	/	/	5%	/	2.9%	3%	/
O=C(CCCc1ccccc1)Nc1nnc(C(F)(F)F)s1	7%	7%	-7%	1.9%	7%	-20%	9.6%	8%	-3%
Cc1ccc(S(=O)(=O)N2CCN(C(=O)CN3CCCCC3)C2C(C)C)cc1 (configuration not stated)	-5%	4%	-5%	-2.5%	-3%	-19%	0.9%	8%	0%
Cn1c(SCC(=O)Nc2nc3ccccc3s2)nnc1-c1ccccc1	0%	-1%	3%	1.9%	-4%	-11%	-0.1%	-2%	2%
CC(=N)C1=C(O)CC(c2ccccc2)CC1=O (configuration not stated)	-7%	9%	13%	0.3%	-2%	/	1.0%	4%	5%

Continued.
SMILES	LYP inhibition	SV40 large T antigen	AID2073	HIV peptide binding	NS5 inhibitors	XIAP displacement	RSV CPE inhibition	Rac1 GTP hydrolysis	Siah-1 displacement	others
Cc1cc(NC(=O)CCC(=O)N(CC(=O)NCC2CCCO2)c2ccc(F)c(Cl)c2)no1 (configuration not stated)	-6%	10%	-1%	0.8%	-1%	/	0.5%	4%	0%
COc1ccc(NC(=O)C2CCCN(S(C)(=O)=O)C2)cc1Cl (configuration not stated)	-7%	4%	8%	0.3%	0%	/	2.4%	8%	-5%
O=C(O)c1ccccc1Sc1c([N+](=O)[O-])cc(C(F)(F)F)cc1[N+](=O)[O-]	5%	17%	-2%	4.6%	9%	-8.5%	-0.9%	9%	-2%
COC(=O)c1cccc(N(C(=O)CNC(=O)c2cccs2)C(C(=O)NCC2CCCO2)c2ccc(OC)c(OC)c2)c1 (configuration not stated)	-6%	5%	7%	-0.6%	1%	/	2.4%	4%	1%
O=C(N/C(=C\c1ccc(Br)cc1)C(=O)N1CCOCC1)c1ccccc1Cl	-6%	19%	-5%	-0.4%	-3%	/	1.8%	9%	9%
CCN(CC)C(=O)C1CCN(Cc2ccc(OCc3ccccc3)cc2)CC1	-12%	5%	-4%	1.0%	8%	/	-1.2%	15%	2%
COc1cc2c(cc1OC)C(c1cc(OC)c(OC)c(OC)c1)NCC2 (configuration not stated)	-1%	2%	17%	2.4%	-13%	-2.5%	3.2%	7%	6%
O=C(Nc1cc(Cl)ccc1Oc1ccccc1)c1cnccn1	3%	3%	38%	1.9%	3%	-5.7%	2.0%	6%	-1%
CCN(Cc1ccccc1)C(c1ccc(Cl)cc1)c1nnnn1C(C)(C)C (configuration not stated)	0%	2%	-5%	-2.9%	-3%	-0.2%	0.9%	0%	1%
COCCN1C(=O)N[C@@H](c2ccco2)C(C(=O)OC)=C1C	/	6%	/	/	0%	/	2.6%	5%	/
